High-throughput results (PubChem BioAssay)
FLuc inh counter: inhibits firefly luciferase, flagging false hits in luciferase inhibition screens; ATPLite firefly luciferase biochemical luminescence, 10 min; inhibition, % at 10 µM; 1.5% of 200,000 active;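 active = inhibition above about 50% when tested at 10 µM, limit read from the data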
Target sequence (P08659 whole entry, looked up): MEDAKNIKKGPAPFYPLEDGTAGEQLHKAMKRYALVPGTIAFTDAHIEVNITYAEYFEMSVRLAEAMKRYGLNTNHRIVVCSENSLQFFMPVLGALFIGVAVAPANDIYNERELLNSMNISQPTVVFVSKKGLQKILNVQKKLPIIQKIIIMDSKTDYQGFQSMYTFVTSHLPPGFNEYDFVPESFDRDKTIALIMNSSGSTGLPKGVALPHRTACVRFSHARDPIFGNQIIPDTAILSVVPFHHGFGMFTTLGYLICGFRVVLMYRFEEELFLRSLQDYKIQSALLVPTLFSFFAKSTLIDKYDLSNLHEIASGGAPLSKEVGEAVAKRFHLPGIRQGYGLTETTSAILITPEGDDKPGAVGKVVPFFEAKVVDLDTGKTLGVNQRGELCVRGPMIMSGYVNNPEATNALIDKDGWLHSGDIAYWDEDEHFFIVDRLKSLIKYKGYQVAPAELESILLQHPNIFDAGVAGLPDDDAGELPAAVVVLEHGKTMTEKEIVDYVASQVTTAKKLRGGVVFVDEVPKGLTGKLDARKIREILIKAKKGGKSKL
STAT1 act: increases IFN-gamma driven STAT1 reporter signal. NIH 3T3 STAT1-luciferase reporter, luminescence; 100% = IFN-gamma alone, no compound. 2.6% of 200,000 active. activation (% of control), % at 5.5 µM;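 active = activation above the screen-wide mean activation plus 3 SD, cut at about 130% in these data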;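 note: raw ratio to IFN-gamma control signal so 100% means no change and 0% no light; values of inactives mirror those of a sister screen read the other way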
Redox H2O2 prof: compounds producing H2O2 with reducing agent – biochemical, NIH compound library profiling, artefact control for MLSCN library redox annotation, primary screen. DTT-dependent redox cycling H2O2, phenol red/HRP absorbance; 100% = 100 µM peroxide control, 0% = buffer. activation, % at 10 µM. 0.03% of 200,000 active. AID 878;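 active = activation of at least 50% relative to the plate's high and low controls in the primary single-dose screen; inactive = activation below 50%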;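 note: compound incubated with DTT at 0.8 mM final as the reducing agent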
G6PDH CS: counter-screen for G6PDH assay hits: L. mesenteroides G6PDH inhibition; Purified L. mesenteroides G6PDH, diaphorase/resazurin coupled fluorescence, 45 min; inhibition, % at 5 µM; 0.12% of 200,000 active; in the data active = inhibition above about 50%
APP transl inh: APP translation inhibition; inhibition, % at 2 µM; SH-SY5Y APP 5'UTR-luciferase reporter, luminescence; 0.82% of 190,000 active;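 active = inhibition above a set limit, derived from the sample mean plus 3 SD, cut at about 45% in these data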; note: values of inactives mirror those of a sister screen read the other way
Hsp70 activator: transcriptional activators of Hsp70; HeLa Hsp70 promoter luciferase reporter, luminescence; scaled: vehicle 0, proteasome-inhibitor control 100%; activation, % at 10 µM; 0.04% of 200,000 active; AID 1203;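 active = activation above the mean across all tested compounds plus 3 SD, cutoff set per campaign, cut at about 5.5% in these data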;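 note: 100% = MG132 at 30 µM as the positive control and 0% = DMSO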
APP 5'UTR act: activates APP 5'UTR luciferase reporter; 1% of 190,000 active; SH-SY5Y APP 5'UTR luciferase reporter, luminescence; zero percent = DMSO vehicle wells; activation, % at 2 µM;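 active = activation above a set limit, based on mean plus 3 SD of controls, cut at about 140% in these data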; note: values of inactives mirror those of a sister screen read the other way
NF-kB neuron act: raises NF-kB expression in human neuronal cells. NF-kB reporter expression; active compounds read high. fold change at 12.5 µM. 1.6% of 190,000 active; in the data active = fold change above about 3.3
Efa HMGR inh: inhibitors of class II HMG-CoA reductase from Enterococcus faecalis | inhibition, % at 10 µM | purified E. faecalis HMGR, NADPH absorbance 340 nm kinetic | 0.41% of 190,000 active;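 active = inhibition above a set limit, the median over all tested compounds plus 3 SD, cut at about 9.5% in these data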;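 note: enzyme runs in reverse so mevalonate oxidation gives rising NADPH absorbance; 0% = complete reaction with DMSO and 100% = background rate lacking mevalonate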
FLuc act counter: affects firefly luciferase, flagging false hits in luciferase stimulation screens; P08659; ATPlite luciferase biochemical, luminescence, 10 min; 0 = ATP-free wells, 1 = DMSO control; activation factor at 10 µM; 200,000 tested, under 10 active;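 active = luciferase activation factor, scaled between plate controls, of at least 2 with compound at 10 µM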
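Material: Luciferase/luciferin reagent mix; Doses: test compounds dosed from 2 mM stocks in 100% DMSO; Schedule: 10 min incubation after luciferase reagent addition, room temperature; Measured by: luminescence from luciferase reaction; Read-out: luminescence gain marking luciferase activators.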
* hit, by the source's call; nt = not tested or not shown. This is a random part of the collection. Share with any hit: about 5.3%.

The opening four entries, ahead of the listing:
SMILES	FLuc inh counter	STAT1 act	Redox H2O2 prof	G6PDH CS	APP transl inh	Hsp70 activator	APP 5'UTR act	NF-kB neuron act	Efa HMGR inh	FLuc act counter
Fc1ccccc1NC(=S)N(CCN1CCCCCC1)Cc1cccs1	0	94	-0.3	5	-18	-0.3	18	1.2	-6	1
CCNc1nc(Oc2ccc(C#N)cc2)cc(C(F)(F)F)n1	-2	90	0.3	7	-5	-0.1	5	0.95	4	1
CCOC(=O)Cn1c(CCC(=O)O)ccc1-c1ccc(F)cc1	-5	99	-0.3	-1	-7	-0.1	7	0.94	1	1
NC(=O)C(F)(F)C12OC3C4C5CC(C6C5C3C61)C42 (centres undefined)	-7	96	-0.3	13	5	0.1	-5	1.1	-3	1.1

All compounds of this part, previewed entries included:
SMILES	FLuc inh counter	STAT1 act	Redox H2O2 prof	G6PDH CS	APP transl inh	Hsp70 activator	APP 5'UTR act	NF-kB neuron act	Efa HMGR inh	FLuc act counter
Fc1ccccc1NC(=S)N(CCN1CCCCCC1)Cc1cccs1	0	94	-0.3	5	-18	-0.3	18	1.2	-6	1
CCNc1nc(Oc2ccc(C#N)cc2)cc(C(F)(F)F)n1	-2	90	0.3	7	-5	-0.1	5	0.95	4	1
CCOC(=O)Cn1c(CCC(=O)O)ccc1-c1ccc(F)cc1	-5	99	-0.3	-1	-7	-0.1	7	0.94	1	1
NC(=O)C(F)(F)C12OC3C4C5CC(C6C5C3C61)C42 (centres undefined)	-7	96	-0.3	13	5	0.1	-5	1.1	-3	1.1
Fc1ccc(NC(=S)Nc2cccnc2)cc1	-4	86	0.4	17	3	-0.4	-3	1.4	-4	1
COC(=O)C1=C(C)NC(=S)NC1c1ccco1 (centres undefined)	-6	102	2.0	17	3	-0.2	-3	1.2	3	1.1
O=C(COc1ccc(Cl)cc1Cl)Nc1ccc2nc3n(c(=O)c2c1)CCCC3	-1	99	-1.5	-10	18	-0.3	-18	1.2	1	1
COc1cc(-c2nc3ccc4ccccc4c3c3c2CCC3)cc(OC)c1O	-5	102	-0.4	-19	-18	-0.1	18	0.68	0	1
COc1ccc2c(c1)cc(C(=O)O)n2C	-7	96	-3.1	-2	8	-0.4	-8	0.99	-2	1.1
CCn1c(CN2CCN(Cc3ccc(C)cc3)C(CCO)C2)nc2ccccc21 (centres undefined)	-3	97	1.3	0	-2	-0.1	2	1.1	-4	1
O=C(NC1CCCCCCC1)C1CCN(S(=O)(=O)N2CCC3(CC2)OCCO3)CC1	-10	96	1.4	9	-6	0.0	6	0.89	-1	1.1
CCCCCOc1ccc(NS(C)(=O)=O)cc1	1	118	-3.5	1	-19	-0.1	19	1.7	2	1
CCOc1ccc(C2CC(c3c(O)c4ccccc4oc3=O)=NN2c2ccccc2)cc1OC (centres undefined)	-1	94	-0.2	4	-16	-0.2	16	1.2	-6	1
CC1=NOC(=O)/C1=C\c1ccc(-c2cccc(Cl)c2)o1	-3	101	1.4	3	18	-0.1	-18	1.1	0	1
COc1cnc(N(C)C)nc1Sc1cccc(Cl)c1	-5	100	0.5	1	-21	-0.2	21	1.5	-2	1.1
CC(C)C(C)NC(=O)COc1ccc(Sc2ccc(OCC(=O)NC(C)C(C)C)cc2)cc1 (centres undefined)	4	107	0.1	-7	-4	-0.4	4	1.1	1	1
COc1ccc(NS(=O)(=O)c2ccc(NC(=S)NC(=O)C(C)C)cc2)cc1	-9	95	2.3	4	2	-0.5	-1	0.98	-3	1.1
CC(=O)Nc1ccc(S(=O)(=O)N2CCN(C3CCCCCCC3)CC2)cc1	1	94	-1.3	11	-5	-0.2	5	1.1	-5	1
CC1CCCN(c2ccc(C(=O)Nc3cccnc3)cc2[N+](=O)[O-])C1 (centres undefined)	-1	115	-2.2	9	-22	-0.4	22	1.5	-3	1
Cc1nc(NC(C)C)c2oc3ccccc3c2n1	-2	89	-4.0	0	-27	0.1	27	0.75	1	1
NC1=NC(=O)/C(=C\c2cc([N+](=O)[O-])ccc2Cl)S1	-1	81	-2.9	2	18	0.0	-18	1.3	-9	1
Cc1ccc(C(=O)OCc2nnc(-c3ccccc3)o2)o1	2	103	1.5	14	-2	0.0	2	1.2	0	1
O=C(NC1CC1)c1ccc2c3c(cccc13)CC2	-2	93	-0.5	10	-4	-0.3	4	1	-5	1
CCC(C(=O)Nc1ccc(C)cc1)c1ccccc1 (centres undefined)	-1	91	-0.9	-3	12	-0.1	-12	1.3	-1	1
COc1ccc(C(=O)NCc2nnc(SCC(=O)Nc3ccccc3OC)n2C)cc1	18	97	0.5	9	-5	-0.2	5	0.92	-2	0.8

Remaining list, next part
SMILES	FLuc inh counter	STAT1 act	Redox H2O2 prof	G6PDH CS	APP transl inh	Hsp70 activator	APP 5'UTR act	NF-kB neuron act	Efa HMGR inh	FLuc act counter
O=C(NCc1ccccc1)c1cc2nc(C3CC3)cc(C(F)(F)F)n2n1	-7	98	1.6	6	-3	-0.4	3	1.1	2	1.1
O=C(COC(=O)Cc1ccc(Cl)cc1Cl)NCCC1=CCCCC1	-6	94	0.4	7	-6	-0.4	6	0.92	0	1.1
O=C(N/N=C/c1c(O)n(-c2ccc(Cl)cn2)c(=O)c2ccccc12)C1CC1	-2	104	0.1	0	-4	-0.2	4	0.66	-10	1
O=C(O)c1cc(Br)ccc1NN=C1CCCCC1	3	107	0.1	15	-36	-0.3	36	2.9	-1	1
O=C(Nc1ccc(Br)cc1)c1ccc(F)c(S(=O)(=O)NCc2cccs2)c1	-8	84	-0.3	1	0	-0.6	0	0.73	-2	1.1
CCOc1ccc(-c2nc(-c3ccc(OC)cc3)no2)cc1OCC	-8	104	1.1	9	4	-0.4	-4	1.4	-3	1.1
CCOC(=O)C1(CCOC)CCN(Cc2ccc(C3CCCCO3)s2)CC1 (centres undefined)	-3	98	-0.9	21	20	-0.2	-20	nt	-5	1
Cc1ccc(-n2nnc(-c3ccnc4ccccc34)n2)cc1	48	156*	1.1	5	-111	0.2	111	4.2*	-5	0.5
C=CCn1c(SCC(=O)Nc2sc(C)c(C)c2C(=O)OCC)nnc1-c1sc(N)nc1C	-4	96	3.2	5	-1	0.2	1	0.61	-3	1
CC(C)C(=O)NC(C)C(c1cccs1)N1CCN(c2ccccc2)CC1 (centres undefined)	-2	99	0.7	3	-4	0.0	4	0.94	1	1
Cc1ccc(NC(=O)COC(=O)c2ccc3c(c2)OCCO3)cc1S(=O)(=O)N1CCOCC1	-2	106	0.3	3	-17	0.1	17	0.93	-3	1
O=C(CSc1nc(O)c(-c2ccccc2)c(=O)[nH]1)N1CCOCC1	1	102	3.5	-2	4	0.0	-4	1.1	3	1
Cc1nnc(SCc2cccc3ccccc23)n(N)c1=O	-2	101	0.4	-7	-11	-0.1	11	0.72	-5	1
COc1cc(/C=N/S(=O)(=O)CCc2ccccc2)ccc1O	-10	96	-0.2	0	2	-0.3	-2	0.94	2	1.1
O=C(NCCCN1CCOCC1)c1cc2c(=O)[nH]c3ccccc3c2s1	-1	103	-2.2	3	4	0.1	-4	1.2	1	1
CSc1cccc(NC(=O)CN2C(=O)c3ccccc3S2(=O)=O)c1	-2	82	-1.1	11	-1	-0.3	1	0.67	2	1
COc1ccc(C(C)C)cc1S(=O)(=O)Nc1ccccn1	-3	105	0.4	16	-6	-0.1	6	1.2	8	1
CCOc1ccc(OCC)c(-c2c(=O)n(OCc3ccc(C(C)(C)C)cc3)c3ccccc3[n+]2[O-])c1	4	98	1.1	6	-5	0.0	5	0.78	-3	1
CCCCCNC(=O)N[C@H](C(=O)O)C(C)C	-5	96	0.3	4	-4	-0.5	4	1.2	0	1
Cn1c(=O)c2c(nc(CN3CCN(c4ccc(F)cc4)CC3)n2Cc2ccccc2F)n(C)c1=O	-3	98	-0.7	4	-13	0.4	13	1.1	-3	1
C=CCNc1cnn(-c2ccc(C)cc2)c(=O)c1Sc1ccc(C)cc1	-10	103	-0.1	9	-18	-0.3	18	0.85	-2	1.1
O=C(c1ccco1)N1CCN(C(c2ccccc2Cl)c2nnnn2Cc2cccs2)CC1 (centres undefined)	-8	96	3.8	8	-6	-0.3	6	0.72	-3	1.1
C=CCOc1ccc(C2C(C#N)=C(N)N(Nc3ccccc3)C3=C2C(=O)CCC3)cc1OC (centres undefined)	-5	98	-3.7	15	5	-0.1	-5	0.72	-1	1
CN(C(=O)c1ccc2c(c1)SC1=NS(=O)(=O)CCN12)C(c1ccccc1)c1ccccc1	-8	94	-0.1	3	-7	-0.2	7	0.36	7	1.1
CCCNC(=O)C(Cc1ccccc1)NS(=O)(=O)c1ccc2c(c1)CCC(=O)N2 (centres undefined)	0	111	-0.1	5	7	0.0	-7	1.4	0	1

(list continues)
SMILES	FLuc inh counter	STAT1 act	Redox H2O2 prof	G6PDH CS	APP transl inh	Hsp70 activator	APP 5'UTR act	NF-kB neuron act	Efa HMGR inh	FLuc act counter
COc1cccc(N2CCN(C3CC(=O)N(c4ccc(Cl)cc4)C3=O)CC2)c1 (centres undefined)	-8	90	-0.4	16	-19	0.2	19	1.6	0	1.1
O=C(OCC(=O)N1CCN(C(=O)c2ccco2)CC1)c1cc(-c2ccc(Cl)c(Cl)c2Cl)nc2ccccc12	-6	96	0.0	24	1	-0.1	-1	0.89	1	1.1
CC(=NCCN1CCNCC1)C1=C(O)CC(C)(C)CC1=O	-2	102	-0.7	4	-3	-0.2	3	1.1	-5	1
CCOC(=O)c1ccc(N2C(=O)C3CC=CCC3C2=O)cc1 (centres undefined)	-2	108	0.9	-21	-6	0.1	6	1.3	1	1
CCCCCCC(C)n1cc(C(C)=O)c(=O)[nH]c1=O (centres undefined)	-9	95	-4.3	-1	4	-0.3	-4	0.9	3	1.1
COc1ccc(CN2C(=O)CCC2(C)C(=O)NC2CCCC2)c(OC)c1 (centres undefined)	-3	108	1.0	8	15	0.1	-15	1.2	-4	1
COc1ccccc1OCCC(=O)OCC(=O)NCc1ccc(Cl)cc1	6	102	0.0	-4	-6	-0.1	6	0.97	-3	0.9
Cn1nccc1C(=O)Nc1ccc2c(c1)OCCO2	44	116	0.6	22	-68	1.4	68	2.1	-6	0.6
Cc1ccnc(NCn2nnc3ccccc32)c1	-3	103	2.2	-1	-4	1.8	4	1	1	1
O=C(Cc1ccc([N+](=O)[O-])cc1)Nc1cccc(C(F)(F)F)c1	-4	99	0.6	-16	5	-0.6	-5	0.87	-13	1
COc1ccccc1NC(=S)NCCc1ccc(S(N)(=O)=O)cc1	-6	96	-0.4	2	-14	-0.1	14	1.9	-10	1.1
COC(=O)c1ccccc1NC(=O)COC(=O)c1ccco1	2	96	0.2	3	-3	0.0	3	1.2	2	1
COc1cc(C(=O)OCC(=O)Nc2cc(C)on2)ccc1OCc1ccccc1Cl	-5	106	-0.4	2	-10	0.2	10	1.1	-3	1.1
Cc1c(Nc2nc(-c3ccc(Cl)cc3)cs2)c(=O)n(-c2ccccc2)n1C	-4	95	0.4	-7	-3	-0.2	3	1.1	-1	1
Cn1c(-c2c(N)n(CCCc3ccccc3)c3nc4ccccc4nc23)nc2ccccc21	3	94	2.2	9	-9	-0.2	9	0.88	5	1
COc1nc(OCCNC(C)=O)nc(N(C)C)n1	-3	103	1.3	4	0	-0.1	0	1.4	4	1
COc1cccc(N2C(=O)C3CCCN3C2c2ccc(N(C)C)cc2)c1 (centres undefined)	-8	101	-0.9	21	7	0.0	-7	1.3	-8	1.1
